Compound activity deposited in PubChem by Southern Research Specialized Biocontainment Screening Center.
tuberculosis growth – growth inhibition of non-replicating M. tuberculosis (AID 488890). 320,000 compounds, 0.39% hits. inhibition, % at 25 µM; hits with a dose series show IC50 in µM. Mycobacterium tuberculosis non-replicating, growth inhibition; higher % means a stronger effect; in the data active = a potency from the dose series; inconclusive = inhibition mostly from about 82% at the one dose, without a potency; inactive = the rest, 99 in 100 with inhibition below about 76%;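 note: plate controls were DMSO cells for no effect and high antibiotic wells for full effect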
H1N1 NS1A inhibition – H1N1 influenza NS1A inhibitors, functional cell based assay (AID 504329) | one-dose inhibition, % at 12.5 µM; IC50 in µM for titrated hits | 340,000 compounds, 0.3% hits | NS1A functional cell-based assay, percent inhibition; higher % means a stronger effect; in the data active = a potency from the dose series; inconclusive = inhibition above about 27% without an active follow-up result; note: strong numbers were not always called active
inhibitors of VEEV – inhibitors of VEEV TC-83 cytopathic effect, confirmation, Vero cells (AID 588727); inhibition, % at 20 µM, or IC50 in µM where a hit was titrated; 350,000 compounds, 0.13% hits; Vero cells, VEEV TC-83 cytopathic effect inhibition; higher % means a stronger effect; in the data active = a potency from the dose series; inconclusive = inhibition mostly from about 14% at the one dose, without a potency; inactive = the rest, 99 in 100 with inhibition below about 12%; note: strong numbers were not always called active
Salmonella PhoP GFP – Inhibition of PhoP regulon, Salmonella typhi GFP reporter cells, confirmation, 4 h (AID 1850) | Salmonella Typhi PhoP-promoter GFP reporter, fluorescence, 4 h; higher % means a stronger effect | inhibition, % at 50 µM, or IC50 in µM where a hit was titrated | 310,000 compounds, 0.33% hits; in the data active = a potency from the dose series; inconclusive = inhibition mostly from about 25% at the one dose, without a potency; inactive = the rest, 99 in 100 with inhibition below about 19%;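 note: 0% = induced wells with vehicle and 100% = uninduced wells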
M. tuberculosis HTS – M. tuberculosis growth inhibition, HTS (AID 449762); M. tuberculosis H37Rv growth inhibition, 7H9 media; higher % means a stronger effect; inhibition, % at 25 µM; hits with a dose series show IC50 in µM; 330,000 compounds, 0.59% hits; in the data active = a potency from the dose series; inconclusive = inhibition above about 70% without an active follow-up result;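 note: bacterial growth assessed after seven days of incubation; strong numbers were not always called active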
inhibitors of VEEV 10K pilot screen – further read-out of inhibitors of VEEV, marked with its call; inhibition, %; measured here: 10K pilot screen inhibition
An asterisk follows results filed as active; i = inactive; ? = inconclusive; . = not tested or not shown. Rows were taken by chance. About 1.5% of those tested had a hit in this group.

Sample of the layout (five entries):
SMILES	tuberculosis growth	H1N1 NS1A inhibition	inhibitors of VEEV	Salmonella PhoP GFP	M. tuberculosis HTS	others
CCN(CC(=O)NCc1ccc(Cl)cc1)C(=O)CSCC(=O)Nc1ccc(OC)cc1	4.1%	-1.5%	i	6.0%	1.5%
COc1ccc(C(CCN2CCCC2)c2c(O)cc(OC)cc2OC)cc1 (centres undefined)	38.1%	11.7%	i	-1.5%	2.4%
CCCc1ccc(C(=O)NNc2cc(Cl)ccc2Cl)cc1	62.2%	8.0%	0.5%	-2.8%	?
COc1ccc(/C=N/NC(=O)c2nc(Cl)c(Cl)c(N)c2Cl)cc1COc1ccccc1F	0.6%	-1.5%	1.4%	-2.4%	29.3%
CCOc1cc(CNc2cccc3[nH]c(C)nc23)ccc1OC	-1.3%	1.6%	0.3%	5.7%	5.7%

This part in full, previewed entries included:
SMILES	tuberculosis growth	H1N1 NS1A inhibition	inhibitors of VEEV	Salmonella PhoP GFP	M. tuberculosis HTS	others
CCN(CC(=O)NCc1ccc(Cl)cc1)C(=O)CSCC(=O)Nc1ccc(OC)cc1	4.1%	-1.5%	i	6.0%	1.5%
COc1ccc(C(CCN2CCCC2)c2c(O)cc(OC)cc2OC)cc1 (centres undefined)	38.1%	11.7%	i	-1.5%	2.4%
CCCc1ccc(C(=O)NNc2cc(Cl)ccc2Cl)cc1	62.2%	8.0%	0.5%	-2.8%	?
COc1ccc(/C=N/NC(=O)c2nc(Cl)c(Cl)c(N)c2Cl)cc1COc1ccccc1F	0.6%	-1.5%	1.4%	-2.4%	29.3%
CCOc1cc(CNc2cccc3[nH]c(C)nc23)ccc1OC	-1.3%	1.6%	0.3%	5.7%	5.7%
COc1ccc(N2C(=O)CC(N3CCN(c4ccc(S(=O)(=O)N5CCCC5)cc4)CC3)C2=O)cc1 (centres undefined)	12.3%	-6.3%	3.9%	17.0%	-3.1%
O=C(COC(=O)CNC(=O)c1ccco1)Nc1ncc(Cl)cc1Cl	-17.8%	-14.2%	i	.	-3.0%
CCc1ccc(NC(=O)CS(=O)CC(=O)NC(C)CCc2ccco2)cc1 (centres undefined)	-10.5%	6.8%	0.5%	3.0%	-12.6%
COc1ccc(C(=O)c2c3ccc([N+](=O)[O-])cc3[n+]([O-])n2CCCN)cc1	68.5%	11.7%	i	1.2%	?
CC(Sc1ccc(Cl)cc1)C(=O)Nc1ccccc1C(=O)N1CCOCC1 (centres undefined)	1.9%	6.0%	0.6%	-2.3%	-6.5%
Cn1cc(/C=C(\NC(=O)c2ccccc2)C(=O)NCCCN2CCOCC2)c2ccccc21	-4.1%	1.8%	2.0%	4.1%	2.0%
CC1CCCN(S(=O)(=O)c2ccc(-c3ccc(=O)[nH]n3)o2)C1 (centres undefined)	-3.5%	3.8%	1.4%	-44.6%	4.1%
FC(F)(F)c1ccc(C2[C@H]3CN(Cc4cccnc4)[C@H](c4ccccc4)C34CC2(c2ccccc2)C4)cc1 (some centres undefined)	19.2%	-0.3%	i	-0.9%	5.2%
Cn1c(=O)[nH]c(=O)c2c1nc(N1CCNCC1)n2CCOc1ccccc1	-12.0%	6.1%	3.0%	-1.7%	-8.7%
Cc1cc(C(=O)N/N=C/c2ccc(-c3ccc([N+](=O)[O-])cc3Cl)o2)n[nH]1	7.0%	3.5%	7.5%	4.8%	93.9%
O=C(NCCN1CCOCC1)c1c[nH]c2ccc(S(=O)(=O)N3CCOCC3)cc2c1=O	-7.0%	13.4%	0.5%	-10.5%	4.4%
CC(C)C[C@@H](C)C(=O)N(Cc1ccccc1)c1ccccc1	0.8%	-30.2%	i	.	-6.5%
CC(C)COc1ccc(C(=O)OCCN2CCOCC2)c(O)c1	5.8%	-4.0%	0.8%	13.1%	2.5%
COc1ccc(S(=O)(=O)N2CCCCCC2)cc1C(=O)OCC(=O)NC(N)=O	-5.8%	0.2%	7.2%	-4.1%	-2.4%
O=C(CN1C(=O)COc2ccc(Cl)cc21)Nc1nccs1	-2.2%	-8.3%	1.1%	.	2.0%
CC1CN(Cc2nc3c(c(=O)n(C)c(=O)n3C)n2CCc2ccccc2)CC(C)O1 (centres undefined)	-11.1%	1.6%	0.7%	-4.1%	-4.5%
COc1cc(/C=C/C(=O)OCC(=O)Nc2cc(S(=O)(=O)N3CCCC3)ccc2Cl)cc(OC)c1OC	5.6%	-7.5%	3.5%	.	6.0%
c1ccc(SCCCCNC2CCCC2)cc1	35.8%	5.1%	i	-5.0%	5.0%
Cn1nc(C(C)(C)C)c(NC(=O)c2cccs2)c1C(C)(C)C	2.7%	-5.2%	1.6%	4.0%	-4.9%
CC(C)c1ccc(NC(=O)c2cc([N+](=O)[O-])ccc2N2CCOCC2)cc1	48.0%	-9.2%	4.8%	-6.0%	?
O=S(=O)(c1ccc(N2CCN(Cc3ccc4c(c3)OCO4)CC2)nc1)N1CCOCC1	2.3%	.	.	11.4%	-2.4%
CC1CCN(S(=O)(=O)c2ccc(NC(=O)Cc3cccs3)cc2)CC1	11.0%	-5.5%	i	-15.8%	-2.1%
S=C(Nc1ccc2cn[nH]c2c1)Nc1ccccc1Cl	?	2.3%	2.1%	-8.9%	-0.3%
CCOc1ccccc1CNC(=O)C(C)n1nc(C)c2c(C)n(-c3ccccc3)nc2c1=O (centres undefined)	34.4%	4.3%	0.5%	4.0%	2.8%
CCOc1ccc(NC(=O)CCC(=O)NNC(=O)Nc2cccc(Cl)c2)cc1	-1.9%	0.5%	i	9.4%	-4.1%
O=C(NC(Cc1c[nH]c2ccccc12)C(=O)Nc1ccc(F)cc1)c1cccs1 (centres undefined)	19.3%	-1.0%	8.41µM*	-4.3%	0.9%
CCOC(=O)N1CCN(CCC(=O)Nc2ccc(Br)cc2)CC1	10.2%	2.2%	1.5%	-11.9%	-6.2%
CCc1ccc(C(=O)COC(=O)C(Cc2ccccc2)NC(=O)C2CCC(C)CC2)cc1 (centres undefined)	-10.1%	5.3%	5.2%	-2.9%	0.3%
Cc1cccc(C)c1NC(=O)CN(C)C(=O)[C@H](C)NC(=O)c1ccco1	0.5%	4.1%	0.1%	.	-6.6%
CN(CC(=O)NCC1CCCCC1)CC(=O)Nc1ccccc1Br	-4.2%	3.7%	2.3%	.	-0.5%
COc1ccc(OC)c(NC(=O)CC2C(=O)NCCN2C(=O)c2ccccc2)c1 (centres undefined)	-17.9%	9.1%	0.1%	12.9%	-0.4%

Filtered by structure, the compounds so far containing an aryl thioether with sulfur outside any ring.
SMILES	tuberculosis growth	H1N1 NS1A inhibition	inhibitors of VEEV	Salmonella PhoP GFP	M. tuberculosis HTS	others
CC(Sc1ccc(Cl)cc1)C(=O)Nc1ccccc1C(=O)N1CCOCC1 (centres undefined)	1.9%	6.0%	0.6%	-2.3%	-6.5%
c1ccc(SCCCCNC2CCCC2)cc1	35.8%	5.1%	i	-5.0%	5.0%

(further entries)
SMILES	tuberculosis growth	H1N1 NS1A inhibition	inhibitors of VEEV	Salmonella PhoP GFP	M. tuberculosis HTS	others
O=C(Nc1ccccc1N1CCN(C(=O)c2ccccc2)CC1)c1ccc(Cl)cc1	28.7%	-3.6%	8.8%	-46.3%	5.5%
C[C@H](NC(=O)Cc1ccccc1)C(=O)N1CCC2(CC1)NCCc1[nH]cnc12	22.5%	-3.8%	0.3%	6.2%	4.8%
Cc1ccc(CCNC(=O)CCc2nc3ccccc3[nH]2)cc1	-0.7%	-1.2%	0.6%	8.6%	5.0%
O=C(Cn1nnc2ccccc21)c1ccc([N+](=O)[O-])cc1	42.2%	-0.2%	0.5%	5.3%	2.6%
CCOc1ccc(NC(=O)C(C)Sc2nnnn2C)cc1 (centres undefined)	-12.5%	4.6%	0.9%	7.6%	-7.9%
CCN(CC)S(=O)(=O)c1ccc(C)c(NS(=O)(=O)c2cc(/C=C/C(=O)O)cc(OC)c2OC)c1	10.6%	2.3%	0.7%	14.2%	-1.4%
CC(=O)N1CCCc2cc(S(=O)(=O)N3CCCC(C)C3)ccc21 (centres undefined)	5.8%	-12.7%	0.2%	-4.4%	0.7%
CCOC(=O)Cn1c(=O)oc2cc(S(=O)(=O)N(C)Cc3ccccc3)ccc21	-8.6%	-8.1%	6.1%	-9.8%	9.3%
Cc1ccc(NC(=O)c2sccc2C)cc1S(=O)(=O)N(C)C	-15.8%	-10.5%	7.1%	-9.3%	-7.2%
COC(=O)C1=C(C)N(CC2CC2)C(=NCc2cc(OC)c(OC)c(OC)c2)N[C@H]1c1ccccc1	33.5%	10.5%	1.2%	-26.2%	-9.1%
CC(=O)Cc1nsc(NC(=O)c2ccc(COc3ccccc3Cl)o2)n1	16.0%	6.1%	2.2%	7.0%	-3.6%
Cc1ccc2[nH]cc(CCNS(=O)(=O)c3ccc(F)cc3)c2c1	49.6%	1.7%	2.1%	1.6%	2.4%
COCC(=O)Nc1cc(C(=O)NCC(C)C)ccc1Cl	0.3%	12.7%	0.1%	-9.3%	-3.8%
CCCNC(=O)CCC(=O)Nc1ncc(-c2ccc(C)cc2)n1C	-3.6%	-5.2%	3.8%	6.3%	9.8%
CSCCC(NC(=O)c1cc(C)oc1C)C(=O)O (centres undefined)	-0.9%	-5.2%	i	1.1%	-10.6%
COc1cccc(Cn2c(=O)oc3ccccc32)c1	-1.1%	-17.1%	1.8%	-6.8%	6.2%
Cn1c(/C(C#N)=C/c2cccc(O)c2)nc2ccccc21	-0.2%	-3.5%	9.7%	0.7%	57.8%
O=C(c1cccc(N2C(=O)C3CC=CCC3C2=O)c1)N1CCCCCC1 (centres undefined)	-11.5%	4.4%	1.5%	6.3%	3.3%
CCc1ccc2oc(C(=O)N3CCN(C)CC3)cc(=O)c2c1	-11.4%	-15.7%	0.8%	1.4%	4.6%
COc1ccc(OC)c(-c2nnc(NC(=O)C(C)Sc3nncn3C)s2)c1 (centres undefined)	33.6%	-6.0%	4.7%	5.6%	-0.5%	inhibitors of VEEV 10K pilot screen=2.7
CCc1nnc(NC(=O)c2cc(-c3ccc(C)o3)nc3ccccc23)s1	4.6%	0.9%	5.2%	.	-9.4%
CCc1cc2ccccc2nc1SCC(=O)NC1CCCC1	9.8%	4.9%	2.1%	-1.1%	21.9%
Cc1cc(S(=O)(=O)N2CCCC(N(C)CCc3ccccn3)C2)c(C)s1 (centres undefined)	9.6%	-18.3%	1.0%	-4.6%	3.5%
COC(=O)C1=C(c2ccc(S(C)(=O)=O)cc2)C[C@@H]2CC[C@H]1N2C(=O)NCc1ccc(C(F)(F)F)cc1	13.8%	-1.0%	i	2.0%	1.1%
O=C(NCCc1c[nH]c2ccccc12)c1ccc2[nH]c(=O)c(=O)[nH]c2c1	-10.0%	-3.5%	1.2%	-6.7%	6.2%
CCOc1cc(C(=S)N2CCCC2)ccc1OCc1ccccc1	2.0%	6.0%	i	0.5%	-4.7%
COc1ccc(NC(=S)N2N=CCC2c2ccccc2)cc1 (centres undefined)	-6.6%	-0.3%	1.6%	-5.3%	0.8%	inhibitors of VEEV 10K pilot screen=1.1
Cc1nnc(SC(C)C(=O)Nc2ccc3ccccc3c2)n1C (centres undefined)	6.8%	-5.2%	1.5%	.	8.5%
COc1ccc(-c2csc(/C=C/c3ccc4c(c3)OCO4)n2)cc1OC	-6.5%	-8.2%	1.8%	-10.5%	19.8%
CCn1c(CC(=O)Nc2ccccc2C)nnc1SCC(=O)NC1CCCC1	-24.3%	6.0%	2.1%	-0.7%	-1.5%
COc1ccc2c(c1OC)CN1CCc3cc4c(cc3C1C2)OCO4 (centres undefined)	3.1%	-9.2%	0.1%	0.3%	0.7%
CCCCn1c(N)c(N(CC)C(=O)c2cccc(S(=O)(=O)N3CCCc4ccccc43)c2)c(=O)[nH]c1=O	9.6%	-9.2%	2.9%	0.8%	1.1%
Cc1cc(C(=O)OCC(=O)NCc2ccc(F)cc2)c2ccccc2n1	16.4%	-5.8%	1.0%	.	-4.1%
CCCc1cc(=O)oc2c3c(cc(OCC(=O)NCc4ccncc4)c12)OC(C)(C)CC3	-6.0%	6.4%	6.8%	17.4%	-0.1%
COc1ccc(CCNC(=O)C2CCN(C(=O)c3cccs3)CC2)cc1	2.5%	-4.8%	0.8%	-14.5%	-7.5%
C=CCSc1nc(N)c(C(=O)Nc2ccccc2)cc1C#N	6.4%	6.5%	4.3%	-11.4%	-1.2%
CS(=O)(=O)C1=C(O)C(=O)N(CCCC(=O)O)C1c1ccccc1F (centres undefined)	-3.4%	-16.4%	2.0%	-2.9%	-22.5%
N/C(=N\OC(=O)CCCOc1ccccc1)c1ccccc1	72.5%	-7.3%	3.2%	-7.5%	3.2%
OCCNc1ncnc2ccc(Br)cc12	-18.7%	-8.0%	4.9%	8.9%	-3.5%
